SNCA expr inhib: reduces expression of the alpha-synuclein gene; HEK-293 SNCA-luciferase knock-in, luminescence, 24 h; Potency, µM (series often up to 57.2 µM), inactives show at the highest dose activity change, negative = inhibition, most hits filed as inhibitors; 140,000 compounds, 0.17% hits;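 note: potency is the fitted concentration of half-maximal effect; plate controls were DMSO cells for no effect and cell-free wells for full effect; nearly all actives have a fitted effect of over 45% in size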
IP6K1 inhibitor: IP6K1 kinase inhibition. IP6K1 kinase, ADP-Glo luminescence, 2 h; active compounds read low. activity change, % (series mostly up to about 58 µM). 140,000 compounds, 0.81% hits; in the data active = activity change below about -25%
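ADP-Glo luminescence measures ADP made by human IP6K1 during a 2 h RT reaction with ATP/IP6 (mix at 1.3 mM/130 uM); top library doses 57.5 and 19.1 uM final.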
FLuc inh: Photinus pyralis luciferase inhibition. purified P. pyralis luciferase, luminescence, biochemical. Potency, µM (highest dose often 115 µM), without a hit: at the top dose activity change, negative = inhibition, actives largely listed as inhibitors. P08659. 76,000 compounds, 2.5% hits; note: potency is the fitted concentration of half-maximal effect; nearly all actives have a fitted effect of over 65% in size
Target sequence (P08659 whole entry, looked up): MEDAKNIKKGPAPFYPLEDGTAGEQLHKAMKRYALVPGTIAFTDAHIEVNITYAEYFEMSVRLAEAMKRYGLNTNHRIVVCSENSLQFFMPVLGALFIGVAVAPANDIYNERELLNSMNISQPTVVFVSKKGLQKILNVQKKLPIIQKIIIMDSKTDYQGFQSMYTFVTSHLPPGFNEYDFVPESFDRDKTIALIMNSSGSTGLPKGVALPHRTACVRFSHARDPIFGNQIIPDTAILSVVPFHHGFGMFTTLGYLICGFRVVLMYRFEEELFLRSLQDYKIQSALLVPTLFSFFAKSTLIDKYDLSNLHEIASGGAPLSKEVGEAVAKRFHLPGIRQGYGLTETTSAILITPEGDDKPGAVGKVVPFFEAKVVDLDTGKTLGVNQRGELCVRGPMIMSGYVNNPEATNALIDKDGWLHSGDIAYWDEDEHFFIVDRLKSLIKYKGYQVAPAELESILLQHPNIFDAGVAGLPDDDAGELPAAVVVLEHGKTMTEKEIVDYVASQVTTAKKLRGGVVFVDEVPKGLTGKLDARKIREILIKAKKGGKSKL
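Cell-free enzyme assay, 10nM P. pyralis luciferase, luciferin and ATP each at 10uM. Inhibition profiled over a 6-point titration, read as luminescence.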
3T3 cytotox: kills NIH 3T3 cells. NIH 3T3 viability, CellTiter-Glo ATP luminescence, 48-72 h. Potency, µM (doses to about 96.7 µM), inactives show at the highest dose activity change, negative = cytotoxicity, most hits filed as inhibitors. 94,000 compounds, 4.3% hits. AID 1345082; note: potency is the fitted concentration of half-maximal effect; nearly all actives have a fitted effect of over 55% in size
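ATP-dependent luminescence (CellTiter-Glo) served as the viability signal for NIH 3T3 cells treated with compound for 48 or 72 hr at 37 °C.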
GPT2 inh: GPT2 alanine aminotransferase inhibition; Recombinant GPT2, coupled pyruvate oxidase/HRP Amplex Red fluorescence; Potency, µM (doses to about 57.7 µM), for the others: at the highest dose activity change, negative = inhibition, actives largely listed as inhibitors; 100,000 compounds, 0.25% hits; AID 1671188; note: potency is the fitted concentration of half-maximal effect; nearly all actives have a fitted effect of over 60% in size; many of its hits are not listed in these tables
Target sequence (Q8TD30 whole entry, looked up): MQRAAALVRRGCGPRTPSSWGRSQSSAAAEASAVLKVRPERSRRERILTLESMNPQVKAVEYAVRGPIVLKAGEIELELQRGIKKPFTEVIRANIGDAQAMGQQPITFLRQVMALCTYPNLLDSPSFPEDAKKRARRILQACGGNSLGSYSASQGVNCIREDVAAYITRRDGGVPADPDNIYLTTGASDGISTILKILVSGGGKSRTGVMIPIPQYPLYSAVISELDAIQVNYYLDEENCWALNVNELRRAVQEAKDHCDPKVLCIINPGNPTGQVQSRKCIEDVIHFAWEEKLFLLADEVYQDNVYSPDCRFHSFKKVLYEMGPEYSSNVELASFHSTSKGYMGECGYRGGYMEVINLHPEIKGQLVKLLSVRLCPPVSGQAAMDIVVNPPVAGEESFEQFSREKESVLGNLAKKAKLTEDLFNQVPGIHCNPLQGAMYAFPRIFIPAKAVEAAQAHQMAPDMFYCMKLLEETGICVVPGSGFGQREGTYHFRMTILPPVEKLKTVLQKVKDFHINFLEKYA
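Fluorescence read-out: pyruvate from GPT2 turnover coupled to pyruvate oxidase, HRP and Amplex Red (0.2mM ThPP, 0.2U/mL PO and HRP, 50uM Amplex final). Substrates 250uM a-KG, 2mM L-alanine; enzyme 10ng/uL; 30 min RT.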
HEK293 viab: reduces viability of HEK-293 SNCA reporter cells; HEK-293-SNCA-luc viability, GF-AFC fluorescence, 24 h; Potency, µM (titrated, usually from 57.1 µM), without a hit: at the highest dose activity change, negative = cytotoxicity, hits mostly cytotoxic; 150,000 compounds, 0.12% hits;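 note: potency is the fitted concentration of half-maximal effect; 0% = DMSO-treated cells and -100% = medium-only wells without cells; nearly all actives have a fitted effect of over 30% in size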
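HEK-293-SNCA-luc cells (1500/well) plated 24 h, then exposed 24 h to a dilution series; GF-AFC added 30 min at 37C, fluorescence 405/540 nm; normalised to medium-only and DMSO wells, Hill fit.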
HEK293 tox: kills HEK 293 cells. HEK 293 viability, ATP luminescence (CellTiter-Glo), 48-72 h. Potency, µM (titrated, usually from 115 µM), for inactives: at the highest dose activity change, negative = cytotoxicity, usual class: inhibitors. 94,000 compounds, 6.6% hits; note: potency is the fitted concentration of half-maximal effect; nearly all actives have a fitted effect of over 60% in size
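Pintool-delivered compounds were incubated with HEK 293 cells (250 cells/well) at 37 degree Celsius for 48 or 72 hr. ATP-dependent luminescence (CellTiter-Glo) then reported remaining viable cells.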
* = called active by the depositor; i = inactive; ? = inconclusive; . = no result given; [ ] = dose if it differs, or a comment. Unless noted, calls come from the whole dose curve; as a rule, active = well fitted curve in the direction sought with a large enough effect; inconclusive = small, poorly fitted or top-dose-only effect, or another doubt; inactive = no such curve, though single readings can be large; an effect the other way counts as inactive or inconclusive. Unless noted, % is set by controls: 0 for no effect and ±100 for the full control effect.

SMILES	SNCA expr inhib	IP6K1 inhibitor	FLuc inh	3T3 cytotox	GPT2 inh	HEK293 viab	HEK293 tox
O=C1NCCCCCCN(Cc2ccncc2)[C@@H]2CN(C(=O)Nc3ccccc3F)CC[C@H]12	-1.6%	5.3	-14.4%	?	-19.7%	-19.0%	-24.5%
CN1c2cc(C(=O)NC3CCCCC3)ccc2C(=O)N2CCCCCC21 (centres undefined)	43.4%[activator]	-2.6	-22.2%	-11.2%	2.2%	28.8%[12.5 µM]	?
CCOC(=O)CCNC(=O)N1CCC(Oc2ncccc2C(=O)N2CCOCC2)C1 (centres undefined)	4.1%	41.7	-1.1%	3.7%	i	3.0%	2.2%
O=C(O)CC[C@@H]1CN(Cc2cc(=O)[nH]c(=O)[nH]2)CC[C@@H]1N1CCOCC1	5.4%	12.2	-9.2%	3.3%	-40.4%	-2.7%	i
CCOc1ccc(NC(=O)c2c(NCc3sccc3C)sc3c2CCCCC3)cc1	43.3%[activator]	-6.1	.	.	.	-9.7%	.
COc1nccnc1NC1CCN(C(=O)c2cnccn2)CC1	2.4%	0.8	-0.2%	4.4%	-1.3%	-4.0%	9.6%
Cc1ccc(-c2cccc(CN)c2)c(C)c1	19.4%[87.6 µM]	-10.5	.	28.2µM*	-6.8%[88.5 µM]	2.1%[87.6 µM]	44.7µM*
O=C([C@@H]1C[C@H](F)CN1S(=O)(=O)c1cccc(F)c1)N1CCOCC1	5.3%	3.9	0.1%	-1.8%	1.3%	-6.1%	5.0%
COCC(=O)N1CCN(S(=O)(=O)c2ccccc2)C[C@@H]1C(=O)N[C@@H](Cc1ccc(OC)cc1)C(=O)OC	0.9%	-2.2	-1.2%	-3.6%	2.5%	3.8%	-11.1%
CC(C)[C@@H]1C[C@@H]2C[C@@H](NC3CCCC3)C[C@]2(c2ccccc2)CO1	.	27.4	.	?	.	.	-24.0%
CCCc1ccc(S(=O)(=O)N2CCC(c3nnnn3-c3ccc(OC)cc3)CC2)cc1	-4.3%	-20.3	.	.	.	-4.9%	.
COC[C@H]1NC(=O)CC[C@H]1C(=O)NCc1cccc(C(F)(F)F)c1	17.9%	-0.2	0.1%	-13.8%	-24.7%	-8.0%	2.5%
COCCn1c(C2CCCNC2)n[nH]c1=O (centres undefined)	32.0%[activator]	-6.2	12.0%	i	i	10.9%	9.4%
CCOC(=O)C1CCCN(S(=O)(=O)c2cc3c4c(c2)CC(=O)N4CCC3)C1 (centres undefined)	-5.5%	7.1	.	.	.	3.6%	.
CO[C@H]1[C@H](NC(=O)c2cc(C3CC3)[nH]n2)c2ccccc2C12CCNCC2	29.2%	-1.9	5.4%	-5.7%	3.3%	-0.4%	i
CCOC(=O)[C@@H]1CN(C(=O)NC2CCCC2)[C@H]2c3cccc(F)c3O[C@@H]12	.	-5.8	.	?	.	.	?
COc1ccc2cnn(CC(=O)NC3CCCc4c3[nH]c3ccccc43)c(=O)c2c1OC (centres undefined)	-10.1%	-12.6	0.0%	-29.5%	2.3%	-5.2%	?
Cc1nn(CC(=O)N2CCCC3(CNC(=O)O3)C2)c(=O)c2ccccc12 (centres undefined)	-16.4%	-11.5	-1.1%	4.7%	-5.8%[11.5 µM]	9.7%	1.4%
COc1ccccc1Cn1c(=O)c(C(=O)N(C)C)nc2cccnc21	7.2%[87.6 µM]	0.8	.	-16.7%[138 µM]	-7.0%[88.5 µM]	8.8%[87.6 µM]	-1.0%[172 µM]
COc1ccc(CCNC(=O)c2ccc3c(c2)N(Cc2ccccc2Cl)C(=O)c2ccccc2S3)cc1OC	24.4%	-18.0	.	.	.	8.5%	.
CCNC(=O)N(C1CC1)C1CCOC2(CCN(C(=O)CCc3ccccc3)CC2)C1 (centres undefined)	-8.6%	-11.2	-6.0%	-11.1%	3.7%	7.9%	-1.1%
O=C(Nc1ccccc1)c1ccc(Cn2ccn3nc4c(c3c2=O)CCCC4)cc1	9.0%	-4.9	-5.4%	?	i	-15.1%	15.8µM*
CCOc1ccccc1C(=O)NC1CCN(c2cc(C(F)(F)F)nc(C)n2)CC1	-23.7%	-8.4	5.1%	?	-2.0%	-16.1%	?
Cc1cccc(NC(=O)N2C[C@@H](Oc3ccccc3)C[C@@H]2C(=O)N2CCOCC2)c1	-4.9%	13.7	-4.5%	-27.1%	i	0.1%	-4.5%
CN(C)c1ccc(CN[C@H]2C[C@H]3C(=O)NC[C@@H](CCC(=O)N4CCCCC4)N3C2)cc1	28.6%[87.6 µM]	5.4	-3.0%[172 µM]	1.4%[138 µM]	0.5%[88.5 µM]	-1.0%[87.6 µM]	i
CCCCn1c(=O)c(C(=O)NC)nc2cccnc21	16.6%[87.6 µM]	6.5	.	0.8%[138 µM]	i	8.6%[87.6 µM]	i
Cc1cccc(-c2nc3c4ccccc4nc(N4CCN(c5cc(C)ccc5C)CC4)n3n2)c1	62.4%[activator]	12.6	.	.	.	2.0%	.
CCOc1ccc(NC(=O)c2cc3c(s2)-c2ccccc2OC3)cc1	11.6%	4.0	.	.	.	19.4%	.
Cc1ccccc1NC(=O)N1CCC(CCNC(=O)c2cccs2)CC1	6.6%	-9.5	11.5%	-3.7%	-7.4%	6.7%	?
Fc1cccc(-c2cnc([C@@H]3COCCN3Cc3cnc[nH]3)[nH]2)c1	42.2%[activator][87.6 µM]	4.7	2.1%[172 µM]	-18.8%[138 µM]	-3.0%[88.5 µM]	5.4%[87.6 µM]	-13.9%[172 µM]
Cc1ccc(-c2nc3cnccn3c2NCCC(=O)NCc2ccco2)cc1	?	1.0	-10.3%	-8.4%	?	?	-19.7%
O=C1NCCCCCN(C(=O)NCc2ccccc2)[C@H]2CCCC[C@@H]12	-8.9%	-2.0	2.9%	-4.9%	i	-10.7%	i
Cc1cccc(-n2nc(C3CC3)nc2-c2ccc(-c3nnn(C)n3)cc2)n1	27.1%	-17.2	-11.4%	-14.4%	1.1%	-13.5%	-22.5%
Cc1nc2sc(C(=O)Nc3ccc(F)cc3)c(N)c2c(-c2ccc(Br)cc2)c1C(=O)Nc1ccc(Cl)cc1	-1.0%	16.9	.	.	.	-1.7%	.
COc1ccc(-c2nc3c(c(=O)[nH]2)CCNC3)cc1	-4.5%	-2.4	0.6%	i	i	8.0%	1.6%
CC(C)CCNC(=O)c1ccc2c(c1)CC(=O)N2Cc1ccc(F)cc1	6.7%	-10.8	8.5%	?	-4.5%	1.1%	?
Cn1nccc1C(=O)N1CCC[C@H](n2c(=O)n(C)c3cccnc32)C1	0.4%	35.1	-2.3%	-14.9%	i	12.3%	-10.7%
COc1ccc(-c2nc3ccccc3o2)cc1NC(=O)COc1c(C)cc(Cl)cc1Cl	52.8%[activator]	-1.5	.	.	.	-0.7%	.
CCCCNC(=O)Cn1ncc2c(C)n(Cc3cccc(Cl)c3)c(C)c2c1=O	-8.8%	6.0	.	.	.	11.2%	.
CCCN(CC1CCOC1)C(=O)Nc1ccc2c(c1)OCCO2 (centres undefined)	57.3%[activator]	3.8	?	-15.5%	i	-8.6%	-5.4%
CN(C(=O)CSc1nc2c(c(=O)[nH]1)CCCC2)c1ccccc1	31.9%[activator]	14.1	.	.	.	1.6%	.
COc1ccc(OC)c(CCNC(=O)C2=C(C)C(=O)OC23CCC(C)CC3)c1 (centres undefined)	-7.0%	27.4	.	.	.	6.1%	.
CCN(CC)C(=O)c1c(-c2ccc(OC)cc2)noc1[C@H](C)O	-1.9%[87.6 µM]	0.9	-2.6%[172 µM]	-16.4%[174 µM]	-16.4%[88.5 µM]	3.0%[87.6 µM]	-17.7%[172 µM]
Cc1ccc(C2NC(=O)N(CC(=O)Nc3ccc(C(C)C)cc3)C3=C2C(=O)OC3)cc1 (centres undefined)	?	-2.8	-16.0%	?	-0.5%	-13.5%	?
Fc1ccc(Cn2c(-c3cccc(Br)c3)nc3ccccc32)cc1	-13.2%	7.3	.	.	.	-9.3%	.
COc1ccc(C(=O)Nc2cc(-c3ccncc3)nn2-c2ccccc2)cc1	2.0%	-5.1	.	?	4.7%	?	?
COc1ccc(-c2n[nH]c3c2cnc2ccc(F)cc23)cc1	101.3%[activator]	36.2	.	.	.	8.6%	.
Cc1nc2cnccn2c1C(=O)NC1CC1	.	16.4	.	-13.7%[138 µM]	.	.	?

An excerpt of the results above:
SMILES	SNCA expr inhib	IP6K1 inhibitor	FLuc inh	3T3 cytotox	GPT2 inh	HEK293 viab	HEK293 tox
Cn1nccc1C(=O)N1CCC[C@H](n2c(=O)n(C)c3cccnc32)C1	0.4%	35.1	-2.3%	-14.9%	i	12.3%	-10.7%
COc1ccc(-c2nc3ccccc3o2)cc1NC(=O)COc1c(C)cc(Cl)cc1Cl	52.8%[activator]	-1.5	.	.	.	-0.7%	.
CCCCNC(=O)Cn1ncc2c(C)n(Cc3cccc(Cl)c3)c(C)c2c1=O	-8.8%	6.0	.	.	.	11.2%	.

The listing continues.
SMILES	SNCA expr inhib	IP6K1 inhibitor	FLuc inh	3T3 cytotox	GPT2 inh	HEK293 viab	HEK293 tox
CC(=O)N1CCN(C(=O)CSCC(=O)O)C[C@H]1C(=O)N[C@H]1CCCNC1=O	29.2%[87.6 µM]	11.7	1.0%[172 µM]	i	-4.9%[88.5 µM]	-6.4%[87.6 µM]	i
COc1cc(C2C(C(=O)OC(C)C)=C(C)N=C3SCCC(=O)N32)ccc1OCc1ccccc1 (centres undefined)	6.6%	-15.6	.	.	.	-1.2%	.
COc1ccc(-n2cc(CN3CCC(O)CC3)c(-c3cccc(F)c3)n2)cc1	53.9%[activator]	12.8	39.8µM*	79.4µM*	-24.0%	-10.6%	?
COC(=O)CNC(=O)C1CCN(c2nc3ncccc3o2)CC1	-4.1%[87.6 µM]	12.0	.	-7.5%[138 µM]	i	4.1%[87.6 µM]	4.4%[172 µM]
CCOC(=O)c1c(NC(=O)c2ccc(S(=O)(=O)N3CCC(C)CC3)cc2)sc2c1CCN(C(C)C)C2	21.3%	5.2	.	.	.	?	.
Cc1ccccc1C(=O)NC[C@@H]1CC[C@H]2C[C@@H]1C2(C)C	1.6%[87.6 µM]	4.1	0.8%[172 µM]	?	i	-5.1%[87.6 µM]	?
CCc1ccc(NC(=O)Cn2c(=O)c3cc(Cl)ccc3n3nncc23)cc1	-9.4%	33.1	.	.	.	7.7%	.
O=C(c1cc(F)ccc1F)N1CC(c2nc(CCc3ccccc3)no2)C1	-12.2%	-4.1	-9.2%	-25.9%	i	3.4%	?
O=C(Nc1ccc(Cl)cc1)N1CCC(C(=O)N2CCC(c3ccccc3)CC2)CC1	-7.2%	12.9	.	?	2.6%	-12.4%	?
COc1ccc(Cn2c(CO)cnc2SCC(=O)NCc2ccco2)cc1	35.0%[activator]	-4.9	.	.	.	-0.2%	.
COCCNC(=O)c1nc(-c2cccnc2)c2ccccn12	-3.2%[87.6 µM]	18.5	-0.2%[172 µM]	-28.2%[138 µM]	i	-6.9%[87.6 µM]	-14.3%[172 µM]
O=C1NC2(Cc3ccccc31)CN(Cc1c[nH]c3ccccc13)C2	33.8%[activator]	-0.8	.	?	0.5%	-0.9%	?

Assay outcomes from PubChem BioAssay.
